Giardia killer – Small Molecules that selectively kill Giardia lamblia: qHTS; Giardia lamblia trophozoite viability; AID 540267, 2011; actives 0.15% (n = 340,000); activity change, % at 7.66 µM, hits read low; in the data active = activity change below about -80%; inconclusive = between about -30% and that limit;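 also: parasites exposed to compound for two days anaerobically before the ATP read; % is scaled to controls: 0 for no effect and ±100 for the full control effect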
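Each well holds 100 Giardia trophozoites and compound. After two days (48 hrs) at 37 deg C in anaerobic conditions, ATP is quantified by luminescence.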
ELG1 genotox – qHTS screen for small molecules that induce genotoxicity in human embryonic kidney (HEK293T) cells expressing luciferase-tagged ELG1; HEK293T ELG1-luciferase reporter, luminescence, 16 h; Potency, µM (doses to about 46 µM), without a hit: top-dose activity change, positive = activation, hits mostly activators; actives 1.3% (n = 330,000); also: potency is read from the fitted curve at half-maximal effect; % of control where 0% means no effect; nearly all actives have a fitted effect of over 60% in size
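Luminescence read-out: rising ELG1-luciferase signal, reflecting elevated ELG1 protein under genetic stress, flags genotoxic compounds. Cells were treated for 16 hr at 37 °C before ONE-Glo detection.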
KCNH2 3.1 inh – qHTS for Inhibitors of KCHN2 3.1: Mutant qHTS; Potassium voltage-gated channel subfamily H member 2, brain isoform KCNH2 3.1 (human); U2OS KCNH2 3.1, thallium flux FluxOr; hits give low values; activity change, % (tested at about 1.8 µM); actives 0.95% (n = 340,000); AID 720553, 2013;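 active = maximum activity change below -70%; inconclusive = maximum activity change from -70% to -50%; inactive = maximum activity change above -50%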;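 also: thallium influx rate constant from kinetic fluorescence after stimulation buffer; % is scaled to controls: 0 for no effect and ±100 for the full control effect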
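FluxOr-based Tl+ influx in U2OS cells transduced with KCNH2 3.1 virus; rate constants normalized to DMSO controls.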
FLuc counter – qHTS profiling assay for firefly luciferase inhibitor/activator using purifed enzyme and Km concentrations of substrates (counterscreen for miR-21 project); purified FLuc, Km substrates, luminescence inhibition; Luciferin 4-monooxygenase (Photinus pyralis), P08659; Potency, µM (top dose mostly 57.5 µM), inactives show at the top dose activity change, negative = inhibition, actives largely listed as inhibitors; actives 6.9% (n = 360,000);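 also: potency is read from the fitted curve at half-maximal effect; plate controls were vehicle for no effect and reference inhibitor for full effect; nearly all actives have a fitted effect of over 55% in size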
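Purified P. pyralis luciferase (10nM final) with 10uM D-luciferin and 10uM ATP (Km levels) in 50mM Tris acetate pH 7.5, 10mM Mg acetate, 0.01% Tween-20, 0.05% BSA; qHTS 6-point titration, ~60 µM downward; luminescence read.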
Coupling enz – qHTS Assay for Inhibitors of Fructose-1,6-bisphosphate Aldolase from Giardia Lamblia: Coupling assay counterscreen; coupling enzyme system counterscreen, AmpLite Red fluorescence; activity change, negative = inhibition, % at 58.2 µM, hits read low; actives 0.67% (n = 290,000); in the data active = activity change below about -30%; also: % is scaled to controls: 0 for no effect and ±100 for the full control effect
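Coupling enzymes only (glyceraldehyde-3-phosphate) + compound, at 57.5 uM final, 10 min RT; add substrate/coupling/AmpLite Red mix, 20 min RT; fluorescence ex 525/em 598 nm. Actives flag coupling-system interference.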
Gal4-VP16 FLuc – VP16 counterscreen qHTS for inhibitors of ROR gamma transcriptional activity | AID 2546, 2010 | Potency, µM (series often up to 53.6 µM), for inactives: top-dose activity, negative = inhibition, actives largely listed as inhibitors | actives 3.5% (n = 310,000) | Drosophila S2 Gal4-VP16 UAS-luciferase, luminescence, 20 h;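 also: Gal4-VP16 expression switched on by copper sulfate through the metallothionein promoter; potency is read from the fitted curve at half-maximal effect; % is scaled to controls: 0 for no effect and ±100 for the full control effect; nearly all actives have a fitted effect of over 50% in size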
Tb PFK block – qHTS Assay to Find Inhibitors of T. brucei phosphofructokinase; T. brucei PFK, ADP-Glo luminescence; Potency, µM (highest dose often 57.5 µM), for inactives: top-dose activity, negative = inhibition, most hits filed as inhibitors; actives 0.17% (n = 330,000); AID 485367, 2010;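 also: potency is read from the fitted curve at half-maximal effect; 0% = uninhibited 1x PFK enzyme wells and -100% = no-enzyme wells; nearly all actives have a fitted effect of over 60% in size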
Target sequence (O15648 whole entry, looked up): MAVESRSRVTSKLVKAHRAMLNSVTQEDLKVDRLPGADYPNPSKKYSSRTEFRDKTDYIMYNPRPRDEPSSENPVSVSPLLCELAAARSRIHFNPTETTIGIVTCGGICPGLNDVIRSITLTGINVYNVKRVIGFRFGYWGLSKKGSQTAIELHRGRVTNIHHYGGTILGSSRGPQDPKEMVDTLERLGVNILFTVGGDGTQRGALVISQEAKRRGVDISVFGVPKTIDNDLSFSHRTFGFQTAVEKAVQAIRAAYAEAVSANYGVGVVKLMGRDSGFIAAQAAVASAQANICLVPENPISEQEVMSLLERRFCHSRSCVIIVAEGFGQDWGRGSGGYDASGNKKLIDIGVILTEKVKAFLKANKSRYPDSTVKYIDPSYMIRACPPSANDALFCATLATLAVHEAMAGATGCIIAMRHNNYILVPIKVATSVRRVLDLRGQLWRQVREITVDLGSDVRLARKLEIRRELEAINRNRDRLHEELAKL
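In TEA buffer at pH 8.0 with 5 mM MgCl2, enzyme (1.25 nM) converted F6P (0.5 mM) and ATP (0.1 mM) for 45 min at room temperature. ADP product was read by luciferase luminescence.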
RORg inh – qHTS for inhibitors of ROR gamma transcriptional activity; Nuclear receptor ROR-gamma (Mus musculus), P51450; Drosophila S2 Gal4-RORgamma UAS-luciferase reporter, 20 h; Potency, µM (titrated, usually from 53.6 µM), without a hit: top-dose activity change, negative = inhibition, actives largely listed as inhibitors; actives 5.4% (n = 310,000); AID 2551, 2010; also: potency is read from the fitted curve at half-maximal effect; % is scaled to controls: 0 for no effect and ±100 for the full control effect; nearly all actives have a fitted effect of over 60% in size
Target sequence (P51450 whole entry, looked up, the tested form may be a part): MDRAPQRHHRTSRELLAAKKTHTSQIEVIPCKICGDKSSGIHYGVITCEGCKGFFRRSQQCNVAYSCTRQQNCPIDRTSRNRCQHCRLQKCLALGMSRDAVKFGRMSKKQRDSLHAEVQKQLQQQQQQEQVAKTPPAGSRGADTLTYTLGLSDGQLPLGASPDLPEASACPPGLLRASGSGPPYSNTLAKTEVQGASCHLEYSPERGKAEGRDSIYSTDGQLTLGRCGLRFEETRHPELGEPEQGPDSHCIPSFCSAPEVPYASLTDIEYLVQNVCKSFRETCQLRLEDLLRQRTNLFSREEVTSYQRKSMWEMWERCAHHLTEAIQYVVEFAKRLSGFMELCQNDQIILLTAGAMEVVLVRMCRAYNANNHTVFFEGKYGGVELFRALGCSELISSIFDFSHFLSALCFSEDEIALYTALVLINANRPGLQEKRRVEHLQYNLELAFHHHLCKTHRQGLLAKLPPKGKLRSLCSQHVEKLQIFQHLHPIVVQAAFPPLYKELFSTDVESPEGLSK
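Schneider cells (Drosophila), stable Gal4 DBD–ROR gamma + UAS-luc; 1 hr cmpd preincubation; Cu2+ induction 700 uM final; 20 hr ambient; luminescence.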
NPC1 promoter act – qHTS Assay for NPC1 Promoter Activators; Huh7 NPC1 promoter luciferase reporter, 24 h; Potency, µM (series often up to 9.22 µM), without a hit: at the top dose activation, hits mostly activators; actives 2.4% (n = 320,000);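 also: potency is read from the fitted curve at half-maximal effect; % of control where 0% means no effect; nearly all actives have a fitted effect of over 60% in size; reporter is driven by a mutant NPC1 promoter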
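Huh7 reporter cells (NPC1 promoter driving luciferase) are dosed with compound for 24 h at 37 °C, 5% CO2; luciferase detection reagent is then added and luminescence measured after 10 min at ambient temperature.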
uPA surface inh – qHTS for Inhibitors of Cell Surface uPA Generation; AID 540303, 2011; actives 0.31% (n = 330,000); Potency, µM (top dose mostly 38.3 µM), for the others: top-dose activity change, negative = inhibition, usual class: inhibitors; cell surface uPA generation assay, qHTS; active = well fitted inhibition curve with a large enough effect; inconclusive = small, poorly fitted or top-dose-only effect; inactive = no such curve, though single readings can be large or run the other way; tested in mouse RAW 264.7 cells; also: potency is read from the fitted curve at half-maximal effect; % is scaled to controls: 0 for no effect and ±100 for the full control effect; nearly all actives have a fitted effect of over 55% in size
Rab9 promoter act – qHTS Assay for Rab9 Promoter Activators; Huh7 Rab9 promoter-luciferase reporter, luminescence, 24 h; Potency, µM (titrated, usually from 9.22 µM), for the others: at the highest dose activation, negative = inhibition, hits mostly activators; actives 2.8% (n = 320,000); AID 485297, 2010; also: potency is read from the fitted curve at half-maximal effect; % of control where 0% means no effect; nearly all actives have a fitted effect of over 60% in size
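Steps: seed 1500 Huh7 Rab9-luc cells per well, rest 2 h at 37 °C; add compound in DMSO; incubate 24 h; add luciferase reagent, 10 min ambient; read luminescence.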
Starred values were filed as active, the others as inactive; u = inconclusive; x = no result given; [ ] = another dose, or the depositor's remark. Unless noted, calls follow the shape of the dose curve; as a rule, active = well fitted curve in the direction sought with a large enough effect; inconclusive = small, poorly fitted or top-dose-only effect, or another doubt; inactive = no such curve, though single readings can be large; an effect the other way counts as inactive or inconclusive.

SMILES	Giardia killer	ELG1 genotox	KCNH2 3.1 inh	FLuc counter	Coupling enz	Gal4-VP16 FLuc	Tb PFK block	RORg inh	NPC1 promoter act	uPA surface inh	Rab9 promoter act
CCS(=O)(=O)N1CCC(C(=O)NC2CCCCCCC2)CC1	-21	1%	-9	2%	2	-3%	-7%	5%	-5%	-1%	-5%
C=CCn1c(COc2ccccc2)nnc1SCC(=O)N/N=C/c1cc(Cl)ccc1O	0	x	1	0%	-3	u	x	13µM*	x	-2%	x
CN1c2ccccc2-c2nc3ccccc3n2C1c1ccccn1 (stereo not given)	-3	-3%	1	u	-23	u	0%	4µM*	-1%	-2%	-3%
Cc1c(NC(=O)C2CCCN(S(=O)(=O)c3cnc[nH]3)C2)c(=O)n(-c2ccccc2)n1C (stereo not given)	-2	1%	-2	5%	2	3%	-3%	9%	0%	6%	3%
O=C(Nc1ncc2c(n1)CC(c1cccc(Cl)c1)CC2=O)c1ccco1 (stereo not given)	5	-2%	-1	-4%	x	-1%	0%	14%	0%	-14%	0%
COC(=O)c1cccc(N(C(=O)c2ccco2)C(C(=O)NC2CCCC2)c2ccco2)c1 (stereo not given)	-9	-7%	-9	4%	2	-1%	0%	-17%	-7%	-8%	-1%
O=C(c1ccc(N2CCCCC2)c([N+](=O)[O-])c1)N(c1ccccn1)c1ccccn1	-16	-4%	-5	-3%	0	-8%	-1%	21%	-2%	2%	2%
Cn1c(C(F)(F)F)nc2c(=O)oc3ccccc3c21	4	1%	-3	2%	3	-2%	2%	-1%	0%	3%	-4%
CCCCCCCC(=O)NNC(=O)c1c(O)c2ccccc2n(CC)c1=O	2	-7%	3	0%	1	0%	-2%	-12%	-1%	3%	-14%
CCOC(=O)c1[nH]c(C)c(/C(O)=C2\C(=O)C(=O)N(CCCN3CCOCC3)C2c2cccnc2)c1C (stereo not given)	-7	-1%	6	9%	-2	-6%	-6%	34%	-5%	3%	0%
COCCNC(=O)NC(=O)COC(=O)Cc1ccc2c(c1)OCCO2	0	4%	-1	3%	1	4%[0.365 µM]	-1%	24%	-1%	x	-5%
O=C(OCC(=O)N1CCCCCC1)c1ccc(F)cc1F	25	1%	-3	13µM*	x	x	-2%	x	15%	0%	3.5µM*
C=CCNC(=O)c1c(-c2c(F)cccc2Cl)noc1C	-12	-1%	15	1%	0	3%	u	23%	-3%	0%	-1%
Cc1nnc(NC(=O)C(C)Sc2nnc(-c3ccco3)n2C)s1 (stereo not given)	-1	3%	6	1%	-3	3%	0%	-3%	-1%	-3%	2%
CC(=O)Nc1ccc(S(=O)(=O)Nc2nc3ccccc3nc2Cl)cc1	20	0%	10	u	15	2%	2%	2%	2%	-16%	-1%
COc1cc([N+](=O)[O-])ccc1NC(=O)C[n+]1ccccc1C	13	-2%	-11	-1%	2	u	-1%	24%	1%	1%	4%
CC(C)(O)P(C)(=O)c1ccccc1 (stereo not given)	-5	1%	22	0%	0	-2%	-2%	8%	-2%	2%	1%
O=c1cnnc(N/N=C/c2ccc3c(c2)OCO3)[nH]1	-12	1%	13	-20%	-1	-3%	-1%	-15%	0%	1%	11%
Cc1cc2ccccn2c1C(=O)c1cccc([N+](=O)[O-])c1	5	-3%	-2	2%	-4	-6%	-6%	26%	0%	1%	-2%
CC(C)OC(=O)CSc1nnc(-c2cccnc2)n1N	-6	1%	5	-2%	4	2%	0%	5%	-2%	4%	-5%
CCCCCC1CC(=O)N(Cc2ccccc2)C(=O)N1 (stereo not given)	4	1%	-11	10%	5	0%	1%	24%	-4%	-6%	-10%
Cc1cccc(C(=O)N[C@H](C(=O)OCc2cc(=O)n3c(n2)sc2ccccc23)C(C)C)c1	-18	1%	1	-20%	1	-12%	u	16%	-1%	1%	-10%
CSc1ncccc1C(=O)N1CCN(S(=O)(=O)c2ccc(F)cc2)CC1	-9	0%	0	-1%	-1	-7%	2%	-17%	0%	-9%	0%
Cc1nc2ccc(NC(=O)/C=C/C(=O)O)cc2nc1C	-3	-1%	4	-9%	-30	-4%	-4%	6%	-2%	4%	12%
CN(C)C(=O)Cn1c(=O)n(C)c2ccccc21	-18	4%	-17	0%	1	3%	-5%	-19%[10 µM]	-14%	0%	-5%

Next section; the last two above are carried over.
SMILES	Giardia killer	ELG1 genotox	KCNH2 3.1 inh	FLuc counter	Coupling enz	Gal4-VP16 FLuc	Tb PFK block	RORg inh	NPC1 promoter act	uPA surface inh	Rab9 promoter act
Cc1nc2ccc(NC(=O)/C=C/C(=O)O)cc2nc1C	-3	-1%	4	-9%	-30	-4%	-4%	6%	-2%	4%	12%
CN(C)C(=O)Cn1c(=O)n(C)c2ccccc21	-18	4%	-17	0%	1	3%	-5%	-19%[10 µM]	-14%	0%	-5%
COc1ccc(OC)c(S(=O)(=O)NCC(c2ccco2)N2CCc3ccccc32)c1 (stereo not given)	-8	-5%	-23	0%	x	x	12%	x	-1%	-1%	0%
CCOc1ccc2[nH]c(=O)c(C(c3nnnn3Cc3ccco3)N3CCC(C)CC3)cc2c1 (stereo not given)	12	-25%	6	0%	-6	7%[0.365 µM]	11%	25%	-4%	1%	1%
CC1(c2ccc(OC(F)F)cc2)NC(=O)N(CC(=O)Nc2ccccc2)C1=O (stereo not given)	-11	8%	19	-8%	2	2%	0%	-1%	-3%	0%	3%
CCCCOc1ccc(C(=O)NCC(=O)NCC(c2ccco2)N2CCCCC2)cc1 (stereo not given)	6	0%	-2	6%	x	x	7%	x	1%	-10%	0%
CCOC(=O)c1cnn(CC2CCCCC2)c1N	5	1%	1	-6%	0	5%	-1%	3%	-3%	2%	-9%
CC(=O)Oc1ccc2c(=O)c(-c3ccccc3)c(C)oc2c1	u	1%	5	u	0	-2%	-1%	-6%	2%	-8%	22%
O=C(NC(C(=O)c1ccccc1)N1CCOCC1)c1ccccc1 (stereo not given)	2	21%	1	4%	5	18%	0%	u	14%	1%	16%
CCCCn1c(NCCN(C)C)nc2c1c(=O)[nH]c(=O)n2C	19	-2%	4	0%	1	-3%	-11%	-26%	0%	-2%	-2%
CCc1nc2ccc(C(=O)NCCc3ccccc3OC)cc2nc1CC	-1	0%	2	u	-1	-6%	-2%	9%	3%	7%	2%
COc1ccc(C2Nc3ccccc3C(=O)N2c2ccc(C)cc2)cc1Cn1cc([N+](=O)[O-])cn1 (stereo not given)	-14	12%	-32	u	3	1%	-7%	28%	4µM*	-8%	4µM*
O=C(O)c1ccccc1NS(=O)(=O)c1ccc2c3c(cccc13)C(=O)N2	-6	1%	-1	u	9	-3%	u	32%	1%	2%	-3%
O=C(c1ccc(-c2cccc(C(F)(F)F)c2)o1)N1CCN(c2ccccc2O)CC1	1	-2%	-19	2%	x	-6%	0%	u	-1%	2%	-5%[1.84 µM]
O=C(Nc1cc(Cl)ccc1O)c1cc2n(n1)C(C(F)(F)F)CC(c1ccc3c(c1)OCO3)N2 (stereo not given)	12	-40%[inhibitor]	15	1%	0	1%[0.365 µM]	-8%	-34%	-2%	15%	-13%
O=C(N/N=C1/CC2C=CCC12)c1ccco1 (stereo not given)	7	19%	6	0%	3	-9%	2%	24%	0%	-11%	-1%
CCC(CC)C(=O)Nc1cccc(SC)c1	x	-3%	x	-4%	-1	8%	4%	-3%	-1%	x	-2%
COc1ccc(N2CCN(c3oc(COc4ccc(Cl)cc4Cl)nc3C#N)CC2)cc1	5	0%	-17	-7%	-1	1%	-9%	25%	1%	15%	21%
Cc1c(C(=O)Nc2ccc(F)cc2)nnn1-c1cccc(C(F)(F)F)c1	-5	4%	-2	-9%	0	16µM*	1%	u	-5%	2%	-2%
CC(=O)N1CCc2cc(S(=O)(=O)NCCC(=O)NC3CCCCCC3)ccc21	21	-1%	-1	2%	-3	0%	-4%	u	0%	3%	4%
Cn1c(=O)c2c(nc(N/N=C/c3ccc(OC(=O)c4ccco4)cc3)n2Cc2ccccc2Cl)n(C)c1=O	3	-13%	-3	0%	0	-1%	-3%	10%	-4%	-2%	-7%
CCCCn1c(N)c(N(CCOC)C(=O)c2ccc(N3CCCC3)c([N+](=O)[O-])c2)c(=O)[nH]c1=O	6	0%	4	-1%	x	x	-2%	x	0%	-1%	-8%
Cc1cccc(N2Cc3ccccc3C2=NC(=O)c2ccc(Cl)nc2)c1	-6	7%	-5	-18%	1	15%	-12%	15%	0%	1%	-3%
